# Bioassay records (PubChem)
# RBX1-CUL1 inh – inhibitors of human ROC1-CUL1 ubiquitin ligase activity. E3 ubiquitin-protein ligase RBX1 (Homo sapiens) + Cullin-1 (Homo sapiens), P62877+Q13616. in vitro K48 di-Ub FRET, acceptor:donor ratio, 45 min. inhibition, % at 10 µM. actives 0.6% (n = 140,000). AID 1347404, 2020; in the data active means inhibition above about 25%
# Target sequence (P62877 whole entry, looked up): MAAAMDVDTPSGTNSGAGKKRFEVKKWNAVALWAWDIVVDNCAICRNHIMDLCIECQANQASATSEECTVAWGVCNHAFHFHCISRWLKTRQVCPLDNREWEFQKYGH
# Target sequence (Q13616 whole entry, looked up): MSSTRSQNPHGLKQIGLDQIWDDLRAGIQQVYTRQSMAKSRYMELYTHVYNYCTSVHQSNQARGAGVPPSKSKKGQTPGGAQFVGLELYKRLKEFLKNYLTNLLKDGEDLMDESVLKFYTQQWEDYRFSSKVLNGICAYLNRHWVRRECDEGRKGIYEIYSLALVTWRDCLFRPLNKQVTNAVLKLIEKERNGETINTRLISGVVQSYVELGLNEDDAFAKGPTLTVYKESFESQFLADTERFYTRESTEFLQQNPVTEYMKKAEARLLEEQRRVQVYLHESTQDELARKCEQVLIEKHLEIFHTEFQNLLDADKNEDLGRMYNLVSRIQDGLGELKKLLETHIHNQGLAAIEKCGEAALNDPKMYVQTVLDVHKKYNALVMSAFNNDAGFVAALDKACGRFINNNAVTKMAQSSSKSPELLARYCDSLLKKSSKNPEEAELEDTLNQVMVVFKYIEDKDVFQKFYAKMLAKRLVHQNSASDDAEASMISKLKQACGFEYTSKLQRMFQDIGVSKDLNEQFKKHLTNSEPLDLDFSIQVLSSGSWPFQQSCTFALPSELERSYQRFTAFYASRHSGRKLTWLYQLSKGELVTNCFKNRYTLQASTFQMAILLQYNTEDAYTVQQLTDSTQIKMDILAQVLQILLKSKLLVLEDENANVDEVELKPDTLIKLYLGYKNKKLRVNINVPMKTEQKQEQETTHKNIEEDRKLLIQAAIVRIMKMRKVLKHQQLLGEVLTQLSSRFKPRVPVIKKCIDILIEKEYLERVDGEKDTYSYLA
# An asterisk follows results filed as active. A portion of the library; the hit share may differ from the screen's.
mol | RBX1-CUL1 inh
COc1ccc(C=NC2=NN(c3cccc(C(F)(F)F)c3)CC2)cc1 | -2
CCC(C(=O)N1CCN(c2cc(Cl)ccc2C)CC1)n1nc(C)n2c(cc3occc32)c1=O (stereo unspecified) | 2
Cc1cc(C)c(C)c(S(=O)(=O)N2CCN(C(c3ccccc3)c3ccccc3)CC2)c1C | -1
Cc1ccc2c(=O)cc(C(=O)Nc3c(C(=O)c4ccccc4)oc4ccccc34)oc2c1 | 0
CC(Oc1ccc(OCc2ccccc2)cc1)C(=O)NNC(=O)c1cc2ccccc2oc1=O (stereo unspecified) | -2
CC(=O)Oc1coc2ccc3c(C)cc(=O)oc3c12 | -1
Cc1cccc(N2CCN(C(=O)C3CCN(S(=O)(=O)c4cccs4)CC3)CC2)c1C | -4
Cc1ccc(NC(=O)CSc2nnc(Cc3ccccc3)o2)c(C)c1 | 1
CSc1ccc(Cl)c(C(=O)NCCOc2cc(C)ccc2C(C)C)c1 | 6
CCC(=O)c1csc2ccc(Br)cc12 | -1
CN1CCN(c2nc(-c3ccc(Br)cc3)nnc2-c2ccccc2)CC1 | 0
C=CCSc1nnc(-c2ccccc2)n1-c1ccccc1 | 0
Cn1cc([N+](=O)[O-])c(NNC(=O)c2ccccc2)n1 | -1
CC(C)(C)C(=O)Nc1sc2c(c1C(=O)Nc1cccc3ccccc13)CCCCC2 | 0
CCOc1ccc(NC(=O)C2CC2(c2cccc(C)c2)c2cccc(C)c2)cc1 (stereo unspecified) | 2
CCc1ccc(Cn2c(CNS(=O)(=O)c3ccc(C)c(C)c3)nc3cccnc32)cc1 | -2
Nc1nnc(SCC(=O)N2c3ccccc3CCc3ccccc32)s1 | 4
OCn1[nH]c(-c2ccccc2)nc1=S | -4
CCOc1ccc(OCCOCCN2CCc3ccccc3C2)cc1 | 8
O=C(O)c1cccc(C(=O)c2cccc3ccccc23)c1 | 1

# Carrying on.
mol | RBX1-CUL1 inh
O=C(COC(=O)c1ccc(NC(=O)c2ccc(Br)cc2)cc1)c1ccccc1 | 3
Nc1c(C(=O)Nc2ccc(Br)cc2)sc2nc(-c3ccc(Cl)cc3)cc(-c3ccccc3)c12 | -2
CC(=O)Nc1cc(C(=O)N2CCN(C(=O)c3ccco3)CC2)c2c(c1)nc(C)n2Cc1ccccc1 | 1
O=C(NC1CCCC1)c1ccc2c(c1)N(Cc1c(F)cccc1Cl)C(=O)c1ccccc1S2 | -2
CC1NC(=O)N(c2ccccc2)C1=O (stereo unspecified) | -6
CN1CCN(C/C=C2/c3ccccc3CSc3cc(Cl)ccc32)CC1 | 6
CCCCN(CCCNC(=O)c1cc(Nc2ccc(OC)cc2)nc2ccccc12)Cc1ccccc1 | 4
Cc1nn(CCCC(=O)NCCc2ccc(Cl)cc2)c(=O)c2nn(-c3ccccc3)c(C)c12 | -2
O=C(O)c1cccc(N=C2C(=O)c3ccccc3C(=O)C2N2CCOCC2)c1 (stereo unspecified) | 54*
Cc1cc(/C=c2/sc3n(c2=O)C(c2ccc(F)cc2)C2=C(N=3)c3ccccc3CC2)c(C)n1-c1ccc(C(=O)O)cc1 (stereo unspecified) | 0
CCOC(=O)COc1ccc(CC)cc1C(=O)c1ccn2nc(-c3ccccc3)cc2n1 | -15
Cc1nc2ccn(Cc3cccs3)c(=O)c2cc1C(=O)N1CCN(c2ccc(F)cc2)CC1 | -4
CCOC(=O)c1cnc(S/C=C/C(=O)c2ccc(F)cc2)nc1N | -2
O=C(O)c1cc(Cl)c(Cl)cc1C(=O)Nc1ccccc1 | -6
Cc1cc(NC(=O)c2cc(F)c(F)cc2Cl)no1 | -4
Cc1ccccc1Nc1c(-c2cccc(N(C)C)c2)nc2ccc(Br)cn12 | 6
O=C1c2ccccc2-c2nc3ccc(Cl)cc3nc21 | -2
COc1ccc(Cc2nc(CCN)cc(=O)[nH]2)cc1OC | 8
O=C(NC1CCN(Cc2ccccc2)CC1)c1cccc2ccccc12 | -2
COc1ccccc1-c1cn2c(C(=O)N(Cc3cnn(C)c3)C(C)C)csc2n1 | -4

# Additional compounds follow:
mol | RBX1-CUL1 inh
CCc1ccc(-c2cc(C)no2)cc1S(=O)(=O)Nc1ccc(Cl)cc1 | 8
O=C(Cc1ccsc1)c1cccs1 | -2
COc1ccccc1Oc1nc2c(C)cccn2c(=O)c1/C=C(\C#N)c1nc2ccccc2[nH]1 | 1
CCOc1ccc(NC(=O)Cn2c(=O)n(Cc3ccccc3)c(=O)c3sc4ccccc4c32)cc1 | -4
CC#CC(=O)N1CCCC(CCc2ccc(OC)cc2)C1 (stereo unspecified) | -8
CC1(C)C=NN2C3C=CC(CC3)C21 (stereo unspecified) | 7
Brc1ccc(Nc2nc3nonc3nc2Nc2ccc(Br)cc2)cc1 | 0
O=C(NC1CCCCC1)NS(=O)(=O)c1cnccc1Sc1ccccc1Cl | 3
Cc1ccccc1Cc1n[nH]c(=S)n1N | 1
CC(C)(C)c1ccc2[nH]c3c(c2c1)CCC/C3=N\N | -4
CCc1ccc(-n2c(=O)c3c4c(sc3n(Cc3cc(=O)n5c(C)cccc5n3)c2=O)CCC4)cc1 | -11
CCCc1cc(-n2ccnc2C)n2c(nc3ccccc32)c1C#N | 4
COc1cc(OC)cc(C(=O)NCC2CCCN(C(=O)C3CCCC3)C2)c1 (stereo unspecified) | -4
Cc1ccc(N2C(=O)NC(NC(=O)c3ccc(Cl)cc3Cl)(C(F)(F)F)C2=O)cc1C (stereo unspecified) | 1
O=C(NC1CCCCCC1)c1ccccc1 | 13
COC1CCCN(C(=O)c2cc(COc3cccc(C(C)=O)c3)[nH]n2)C1 (stereo unspecified) | 1
CCOc1cc(/C=C2\C(=O)NN(c3ccc(I)cc3)C2=O)ccc1O | 0
CC1CCCN(S(=O)(=O)c2ccc(NC(=O)c3nc(SC(C)C)ncc3Cl)cc2)C1 (stereo unspecified) | 5
O=C1CC[C@H](NC(=O)Cc2c(F)cccc2Cl)C(=O)N1 | 2
CCOc1ccc(CC(=O)NC2CC(=O)N(c3cccc(F)c3)C2)cc1 (stereo unspecified) | -4

# (continued)
mol | RBX1-CUL1 inh
COc1ccc(-c2csc(-c3ccc(OC)c(OC)c3)n2)cc1 | 8
CCCC(=O)NCc1cccnc1Oc1ccccc1OC | 1
COc1cc(OC)c(NC(=O)c2cnc(N3CCCC3)nc2C)cc1Cl | -6
CN1C[C@@H]2C[C@@H](c3ccccc3OC3CCCC3)N3CCC[C@@]23C1=O | 12
COc1cccc(N2CCN(C(=O)c3cnn(-c4ccccc4Cl)c3C3CCN(C(=O)OC(C)(C)C)CC3)CC2)c1 | -2
O=C(CSc1ccccc1)Nc1nonc1-c1ccccc1 | 1
COc1ccc(-c2cc(C(C)=O)c(C)n2CCC(=O)Nc2ccc(C(F)(F)F)cc2)cc1 | -5
N#CC1C(=N)Oc2n[nH]c(-c3ccc4ccccc4c3)c2C1c1cccc(Cl)c1Cl (stereo unspecified) | -3
O=C(CC1=CCCCC1)N1CCc2onc(-c3ccccc3F)c2C1 | 3
CC(C)(CO)n1cc(C#N)c(=O)[nH]c1=O | 11
COc1ccccc1N(CC(=O)Nc1cccc2ccccc12)S(C)(=O)=O | 2
CCC(=O)N1c2ccccc2-c2nnc(SC)nc2OC1c1ccc(-c2ccc(F)cc2)o1 (stereo unspecified) | 3
COc1ccc(-c2nc3scc(CCNS(=O)(=O)c4c(C)noc4C)n3n2)cc1OC | 0
Nn1c(N2CCOCC2)nc2ccccc21 | -5
CCc1ccccc1N(C)C(=O)c1cnc(N2CCOCC2)c2ccccc12 | -1
Cc1cc(C)nc(NS(=O)(=O)c2ccc(NC(=O)Nc3ccc(Cl)cc3)cc2)n1 | 25*
COc1cc(C2C3=C(CCCC3=O)OC(=N)C2C#N)ccc1OCc1ccccc1C#N (stereo unspecified) | 8
CCCCc1nc2ccccc2n1CC(=O)N(COCC)c1c(C)cccc1CC | 16
CC(=O)c1ccc(C(=O)N2CCCC(Nc3ccc4c(c3)OCCO4)C2)s1 (stereo unspecified) | 4
O=C1CC(c2ccccc2)CC(=O)C1C=NCCC(c1ccccc1)c1ccccc1 (stereo unspecified) | -5

# Further compounds:
mol | RBX1-CUL1 inh
O=C(c1cc(F)c(F)cc1F)N1CCOc2ccc(CN3CCN(c4ccccc4)CC3)cc2C1 | 7
Cc1ccccc1NC(=O)CCN1C(=O)CSC1=O | 7
C=CCCCCCCCCC(=O)Nc1nc2ccccc2[nH]1 | -3
COC(=O)CSc1nc(-c2ccccc2)cc(-c2cccc(F)c2)c1C#N | 7
CCc1ccc(Oc2nc3c(C)cccn3c(=O)c2/C=C(\C#N)c2nc3ccccc3[nH]2)cc1 | 7
CCOC(=O)c1c(C)[nH]c(C)c1S(=O)(=O)N1CCC(C(=O)NCc2ccc(N(C)C)cc2)CC1 | -3
Cc1coc2c(C)c3oc(=O)c(CC(=O)N4CCCCC4)c(C)c3cc12 | 3
COc1ccc2cc(-c3[nH]ncc3CN(C)CC3CCCCO3)ccc2c1 (stereo unspecified) | 6
COc1cccc(CNC(=O)Cn2c(C)c3cnn(-c4ccccc4)c(=O)c3c2C)c1 | -13
N#CCSc1n[nH]c(CCc2nc(SCC#N)n[nH]2)n1 | 3
COc1cc2c(cc1OC)C(c1ccc(F)cc1F)CC(=O)N2 (stereo unspecified) | 6
Cc1ccc(N=C2S/C(=C\c3ccc(OCC(=O)O)cc3)C(=O)N2c2ccc(C)c(C)c2)cc1C | 89*
CCOc1ccc(CCNC(=O)Cn2nc(CC)n3c(cc4sccc43)c2=O)cc1 | 0
COC(=O)CCC(=O)N1CCCC(C(=O)c2ccc3ccccc3c2)C1 (stereo unspecified) | 0
COc1ccccc1CNC(=O)c1oc2ccc3c(c2c1C)C(=O)CC(C)(C)O3 | -7
CCC(C)NC(=O)Cn1ncc2c(C)n(Cc3ccc(F)cc3)c(C)c2c1=O (stereo unspecified) | -4
C=CC[C@@H]1CC=C[C@@H](C)N1C(=O)Cn1nnnc1CN1CCOCC1 | 10
CCCCN(CCCC)CCNC(=O)Cn1nc(C)n2c(cc3sccc32)c1=O | -2
Cc1ccc(C2=NNC(c3cccc(C)n3)S2)cc1 (stereo unspecified) | -7
CSc1ccc(C(=O)C(C)C)cc1 | -7

# 3 compounds out of the list above, sorted by their value in RBX1-CUL1 inh, lowest first.
mol | RBX1-CUL1 inh
Cc1cc(C)c(C)c(S(=O)(=O)N2CCN(C(c3ccccc3)c3ccccc3)CC2)c1C | -1
CCCc1cc(-n2ccnc2C)n2c(nc3ccccc32)c1C#N | 4
CC(C)(CO)n1cc(C#N)c(=O)[nH]c1=O | 11

# (more compounds)
mol | RBX1-CUL1 inh
O=C(CCSc1nc2ccccc2s1)N/N=C/c1c(O)ccc2ccccc12 | 3
COc1ccc(CC2(CCC(=O)NCc3nc4ccccc4c(=O)[nH]3)CCC(=O)N2)c2ccccc12 (stereo unspecified) | 7
COC(=O)C(NC(=O)c1ccccc1C)(Nc1ncc(C(F)(F)F)cc1Cl)C(F)(F)F (stereo unspecified) | -3
Cc1ccc(CNC(=O)C2CCN(Cc3nc(-c4ccccc4C)oc3C)CC2)cc1 | 4
Cc1cccc2nc3ccccc3nc12 | -5
O=C(NNS(=O)(=O)c1ccccc1[N+](=O)[O-])c1ccc(Cl)c(Cl)c1 | 5
COc1ccc(C(C)C)cc1S(=O)(=O)n1ccnc1C(C)C | -5
N#Cc1c(NC(=O)CC23CC4CC(CC(C4)C2)C3)sc2c1CCC2 | 0
COC(=O)c1c(NC(=O)C2CC2)sc(C)c1-c1ccc(F)cc1 | 2
CCn1c(SCC(=O)Nc2ccccc2F)nc2c1c(=O)n(C)c(=O)n2C | 9
O=C(COCc1cc(-c2ccc3c(c2)OCO3)on1)Nc1cccc(O)c1 | -1
C=C(C)CN1N=C(C)Cn2c1nc1c2c(=O)n(C)c(=O)n1C | 5
Cc1ccc(OC(=O)c2ccccc2Cl)c(-n2nc3ccccc3n2)c1 | -2
CCCC[C@@H]1SC(C)=NN1C(=Nc1nnc(C)s1)n1ccnc1 | -4
C=Cn1ccnc1C(C(O)c1cc(OC)c(OC)c(OC)c1)N(C)C (stereo unspecified) | 2
COc1ccccc1N1CCN(CC(O)COC2CCCCC2)CC1 (stereo unspecified) | -1
CCOc1ccccc1/C=N/NC(=O)CSc1nnc(-c2ccncc2)n1-c1ccccc1 | 10
CCOC(=O)C1C(=N)Oc2ccc3cc(Br)ccc3c2C1c1ccc(F)cc1 (stereo unspecified) | 1
CCCOc1ccc(Nc2cc(C)nc(C)n2)cc1 | 1
CC(C)CCCC(C)C1CCC2C3CC[C@H]4CCC5CC4(C=NO5)C3CCC12C (stereo partly specified) | -2

# The listing continues.
mol | RBX1-CUL1 inh
CC1(C)CC(=O)C2C(=Nc3nc(-c4ccccc4)nn3C2c2ccc(F)cc2)C1 (stereo unspecified) | 14
CCN(CC)S(=O)(=O)c1ccc2c(c1)N(CC(=O)Nc1ccc(Cl)cc1)C(=O)C1CCCN21 (stereo unspecified) | 7
O=C(CCC1CCN(C(=O)CSc2ccccn2)CC1)NCc1ccc(F)cc1 | 7
CCN(c1ccc(OC)cc1)S(=O)(=O)c1ccc2[nH]c3c(c2c1)CCCCC3 | -7
CCc1ccccc1NC(=O)Cc1c(C(=O)O)[nH]c2ccc(Cl)cc12 | 6
Cc1cccc(N2CCN(C(c3ccc(F)cc3)c3nnc(-c4ccccc4)o3)CC2)c1C (stereo unspecified) | 2
Cc1ccc(-c2noc(-c3ccc(-n4nncc4C)cc3)n2)cc1 | 3
O=c1oc2ccccc2cc1-c1n[nH]c(=S)n1-c1ccccc1 | 2

# Laid out differently: four of the compounds above.
CCC(=O)c1csc2ccc(Br)cc12
  RBX1-CUL1 inh: -1

CN1CCN(c2nc(-c3ccc(Br)cc3)nnc2-c2ccccc2)CC1
  RBX1-CUL1 inh: 0

C=CCSc1nnc(-c2ccccc2)n1-c1ccccc1
  RBX1-CUL1 inh: 0

Cn1cc([N+](=O)[O-])c(NNC(=O)c2ccccc2)n1
  RBX1-CUL1 inh: -1
